EBNA-1 inh: blocks EBNA-1 binding to DNA. inhibition, % at 14.8 µM. EBNA-1 DNA binding, fluorescence polarization. 0.34% of 300,000 active. AID 1950; in the data active = inhibition above about 28%
Fh CTSL1 inh: counter-screen for PFM18AAP inhibitors: inhibitors of F. hepatica cathepsin L1 | recombinant F. hepatica cathepsin L1, Z-Leu-Arg-MCA fluorescence | inhibition, % at 5.96 µM | 0.49% of 300,000 active;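 active = inhibition above the mean of all tested compounds plus 3 SD, set per screening campaign, cut at about 17% in these data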;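 also: 0% = plate median of test compound wells and 100% = 1 µM Z-Phe-Ala-diazomethylketone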
PP5 primary: blocks human protein phosphatase 5 activity; inhibition, % at 6.7 µM; purified PP5c, OMFP substrate fluorescence; 0.18% of 320,000 active; AID 1987; P53041;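 active = inhibition above the campaign's mean inhibition across all tested compounds plus 3 SD, cut at about 9.5% in these data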;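 also: 0% = DMSO only and 100% = 100 µM cantharidin control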
Yeast superoxide: lowers age-related superoxide in aged yeast cells; AID 2690; 0.18% of 330,000 active; S. cerevisiae aged cells, superoxide DHE fluorescence; stronger effect = lower value; superoxide response (% of plate mean), % at 10 µM;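 active = superoxide response under a set limit, about three screen SD below normal, cut at about 65% in these data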;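 also: yeast aged for seven days with compound at 30 °C before DHE staining; 100% = average MFI of all compound-treated wells on the plate with controls excluded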
core dimer inh: HCV core protein dimerization inhibition; AID 1899; 0.33% of 300,000 active; inhibition, % at 5 µM; TR-FRET GST/Flag-core106 dimerization, 1536-well;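 active = inhibition above the mean of all tested compounds plus 3 SD, set per screening campaign, cut at about 45% in these data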
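Assay system: Tagged HCV core106 pair (GST and Flag) | Buffer or medium: KF-containing HEPES buffer, pH 7.45, DTT, CHAPS, BSA | Also added: Eu donor and XL665 acceptor anti-tag antibodies | Dosing: One concentration, 5 µM, in 0.5% DMSO | Timing: 4 h at 22.5 °C | Technique: TR-FRET 671 and 617 nm emission | Repeats: Singlicate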
PP1 inh: PP1-alpha (human) inhibition in PP5 counter-screen. AID 2235. inhibition, % at 6.7 µM. P62136. purified PP1alpha, OMFP fluorescence. 0.9% of 320,000 active;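 active = inhibition above the mean inhibition of all tested compounds plus 3 SD, computed separately for each screening campaign, cut at about 15% in these data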
Target sequence (P62136 whole entry, looked up): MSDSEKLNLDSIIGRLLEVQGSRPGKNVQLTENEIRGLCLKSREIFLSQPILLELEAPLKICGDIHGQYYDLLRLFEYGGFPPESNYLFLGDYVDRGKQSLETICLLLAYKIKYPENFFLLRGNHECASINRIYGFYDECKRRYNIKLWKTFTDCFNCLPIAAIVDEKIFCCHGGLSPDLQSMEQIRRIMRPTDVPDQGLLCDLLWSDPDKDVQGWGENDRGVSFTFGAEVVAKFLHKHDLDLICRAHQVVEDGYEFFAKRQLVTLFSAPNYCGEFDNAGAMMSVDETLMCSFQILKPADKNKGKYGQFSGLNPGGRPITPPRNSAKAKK
TPT1 inhibitor: C. albicans TPT1 enzyme inhibition | AID 1962 | inhibition, % at 5 µM | recombinant caTPT1, FP RNA substrate dephosphorylation | 0.81% of 300,000 active;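 active = inhibition above the mean of all tested compounds plus 3 SD, set per screening campaign, cut at about 24% in these data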;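 also: plate controls were DMSO alone for no effect and ferristatin control at 100 nM for full effect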
ZTA counter: counter-screen for EBNA-1 inhibitors: inhibitors of Epstein-Barr virus ZTA; AID 2234; 0.15% of 320,000 active; ZTA-DNA binding, fluorescence polarization; P03206; inhibition, % at 11 µM; in the data active = inhibition above about 33%
Target sequence (P03206 whole entry, looked up): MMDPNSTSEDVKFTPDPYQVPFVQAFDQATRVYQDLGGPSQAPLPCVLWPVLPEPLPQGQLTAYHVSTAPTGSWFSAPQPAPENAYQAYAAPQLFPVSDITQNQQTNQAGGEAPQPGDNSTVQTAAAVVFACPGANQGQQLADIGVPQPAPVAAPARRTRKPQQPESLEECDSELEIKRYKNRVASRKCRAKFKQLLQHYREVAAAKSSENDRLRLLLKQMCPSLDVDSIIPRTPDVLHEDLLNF
GASC-1 inh: blocks human GASC-1 demethylase activity | Q9H3R0 | 0.069% of 330,000 active | inhibition, % at 2.35 µM | AID 2099 | GST-JMJD2C(1-420) H3K9me3 demethylation, DELFIA europium;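 active = more than half of a compound's replicate wells show inhibition beyond 50%, single wells judged on their own value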;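 also: signal counts dimethyl H3K9 product captured on neutravidin plate; 0% = median of DMSO wells and 100% = 0.3 times that DMSO median; strong numbers were not always called active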
Target sequence (Q9H3R0 1-420 limits assumed): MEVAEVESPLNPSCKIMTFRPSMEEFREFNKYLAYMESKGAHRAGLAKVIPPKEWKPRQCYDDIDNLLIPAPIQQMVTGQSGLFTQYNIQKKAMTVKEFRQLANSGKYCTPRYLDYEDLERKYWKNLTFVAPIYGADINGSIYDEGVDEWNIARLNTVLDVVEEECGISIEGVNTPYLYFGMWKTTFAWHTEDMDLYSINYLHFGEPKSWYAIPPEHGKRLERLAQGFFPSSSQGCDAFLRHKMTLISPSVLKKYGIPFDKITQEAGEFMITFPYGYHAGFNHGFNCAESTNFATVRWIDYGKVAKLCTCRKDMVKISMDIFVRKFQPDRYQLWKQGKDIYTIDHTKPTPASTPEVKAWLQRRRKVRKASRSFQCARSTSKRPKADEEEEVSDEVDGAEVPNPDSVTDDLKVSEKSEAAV
Active calls of the source: *.

FC(F)Oc1ccccc1NC(=S)NCCc1ccccc1 was read as EBNA-1 inh 4, Fh CTSL1 inh -1, PP5 primary -2.1, Yeast superoxide 105, core dimer inh 2, PP1 inh 0, TPT1 inhibitor -1, ZTA counter 2 and GASC-1 inh 0.
Screening Cn1nnc2cc(C(=O)NC(C)(C)C)ccc21 returned EBNA-1 inh -3, Fh CTSL1 inh -1, PP5 primary 1.4, Yeast superoxide 108, core dimer inh -6, PP1 inh 1, TPT1 inhibitor -3, ZTA counter -12 and GASC-1 inh -3.
Screening Cc1ccccc1C(=O)NNC(=O)C1CCN(c2ncccn2)CC1 returned EBNA-1 inh -16, Fh CTSL1 inh -5, PP5 primary 0.9, Yeast superoxide 122, core dimer inh -17, PP1 inh 4, TPT1 inhibitor 1, ZTA counter -5 and GASC-1 inh -2.
`O=C(CCc1nc2ccccc2c(=O)[nH]1)NNC(=O)c1ccccc1Cl` gave EBNA-1 inh -1, Fh CTSL1 inh 2, PP5 primary -0.1, Yeast superoxide 100, core dimer inh -3, PP1 inh -4, TPT1 inhibitor -1, ZTA counter -9 and GASC-1 inh 0.
For COc1ccc(C(=O)Cn2c(=O)c(CCC(=O)O)nn3c4ccccc4nc23)cc1OC the results were EBNA-1 inh -5, Fh CTSL1 inh 4, PP5 primary 1.5, Yeast superoxide 104, core dimer inh -4, PP1 inh -1, TPT1 inhibitor -1, ZTA counter -17 and GASC-1 inh 23.
For CNC(=O)/C(C#N)=C1/SC(Cc2ccc(F)cc2)C(=O)N1c1ccccc1 (configuration not stated) the results were EBNA-1 inh -8, Fh CTSL1 inh 10, PP5 primary 3.5, Yeast superoxide 79, core dimer inh 4, PP1 inh 3, TPT1 inhibitor -5, ZTA counter -17 and GASC-1 inh 13.
`O=C(Nc1ccc(S(=O)(=O)Nc2nccs2)cc1)c1ccc(N2C(=O)c3ccccc3C2=O)cc1` gave EBNA-1 inh 61*, Fh CTSL1 inh 8, PP5 primary -2.4, Yeast superoxide 91, core dimer inh 54*, PP1 inh 28*, TPT1 inhibitor 41*, ZTA counter -2 and GASC-1 inh -14.
Screening Oc1ccc(/C=N/Nc2ccc(C(F)(F)F)cn2)cc1 returned EBNA-1 inh -1, Fh CTSL1 inh 10, PP5 primary 5.0, Yeast superoxide 82, core dimer inh 2, PP1 inh 0, TPT1 inhibitor 1, ZTA counter 11 and GASC-1 inh 2.
For Oc1ccc2ccccc2c1/C=N/c1nccs1 the results were EBNA-1 inh 6, Fh CTSL1 inh 3, PP5 primary 1.8, Yeast superoxide 94, core dimer inh 13, PP1 inh -2, TPT1 inhibitor -7, ZTA counter -4 and GASC-1 inh 1.
`Cc1ccccc1C(=O)Nc1cccc(NC(=O)c2ccc(-c3ccc(Br)cc3)o2)c1` gave EBNA-1 inh 4, Fh CTSL1 inh 2, PP5 primary 3.2, Yeast superoxide 86, core dimer inh 31, PP1 inh 0, TPT1 inhibitor -6, ZTA counter 1 and GASC-1 inh -11.
COc1ccc(NCC(=O)N2CCCC2)cc1Cl was read as EBNA-1 inh -1, Fh CTSL1 inh -3, PP5 primary 1.3, Yeast superoxide 94, core dimer inh -2, PP1 inh -3, TPT1 inhibitor 0, ZTA counter 12 and GASC-1 inh -7.
`Cn1c(SCC(=O)N2CCc3ccccc32)nnc1-c1ccc(S(=O)(=O)N2CCCC2)cc1` gave EBNA-1 inh 8, Fh CTSL1 inh -3, PP5 primary 0.7, Yeast superoxide 104, core dimer inh 19, PP1 inh 0, TPT1 inhibitor -1, ZTA counter 14 and GASC-1 inh 5.
`CSc1cc(N2CCOCC2)nc(-c2ccccc2Cl)n1` gave EBNA-1 inh -8, Fh CTSL1 inh -5, PP5 primary -0.7, Yeast superoxide 93, core dimer inh -9, PP1 inh 0, TPT1 inhibitor 1, ZTA counter -7 and GASC-1 inh 7.
`CC1CCN(CC(=O)Nc2cccc(Cl)c2)CC1` gave EBNA-1 inh -1, Fh CTSL1 inh 8, PP5 primary -1.1, Yeast superoxide 95, core dimer inh -2, PP1 inh 9, TPT1 inhibitor 0, ZTA counter 3 and GASC-1 inh -3.
Screening O=C(Nc1ccn(Cc2ccccc2)n1)c1cccc(Cn2cc([N+](=O)[O-])cn2)c1 returned EBNA-1 inh 2, Fh CTSL1 inh 0, PP5 primary -1.4, Yeast superoxide 111, core dimer inh 5, PP1 inh -2, TPT1 inhibitor 0, ZTA counter 11 and GASC-1 inh -3.
For CCCC(C)C(=O)Nc1ccncc1 (configuration not stated) the results were EBNA-1 inh 3, Fh CTSL1 inh 0, PP5 primary -1.4, Yeast superoxide 108, core dimer inh 7, PP1 inh -4, TPT1 inhibitor -1, ZTA counter 0 and GASC-1 inh 3.
COc1ccc(/C=N\NC(=O)c2ccccc2OC)cc1COc1ccccc1C was read as EBNA-1 inh 11, Fh CTSL1 inh 5, PP5 primary 1.2, Yeast superoxide 94, core dimer inh 9, PP1 inh -1, TPT1 inhibitor -1, ZTA counter 10 and GASC-1 inh 15.
CCOC(=O)c1ccc(NC(=O)Nc2ccc3c4c(cccc24)C(=O)N3CC)cc1 was read as EBNA-1 inh 15, Fh CTSL1 inh 0, PP5 primary -1.4, Yeast superoxide 90, core dimer inh -16, PP1 inh -7, TPT1 inhibitor 5, ZTA counter -8 and GASC-1 inh 23.
`CCCC(=O)N1CCN(c2ccc(NC(=O)C(C)(C)C)cc2)CC1` gave EBNA-1 inh -4, Fh CTSL1 inh 1, PP5 primary 2.5, Yeast superoxide 98, core dimer inh 0, PP1 inh -1, TPT1 inhibitor 1, ZTA counter -3 and GASC-1 inh 7.
Screening O=C(CCl)N(CCCNC(=O)C(F)(F)F)c1ccc([N+](=O)[O-])cc1 returned EBNA-1 inh 10, Fh CTSL1 inh 9, PP5 primary -2.0, Yeast superoxide 98, core dimer inh 1, PP1 inh -1, TPT1 inhibitor -4, ZTA counter 7 and GASC-1 inh 1.
CCN(CC)S(=O)(=O)c1cc(NC(=O)CN2C(=O)NC3(CCCc4ccccc43)C2=O)ccc1C (configuration not stated) was read as EBNA-1 inh 0, Fh CTSL1 inh -25, PP5 primary 1.8, Yeast superoxide 84, core dimer inh 3, PP1 inh -2, TPT1 inhibitor -2, ZTA counter 3 and GASC-1 inh 0.
For COc1ccc(S(=O)(=O)N2CCc3ccccc3C2)cc1 the results were EBNA-1 inh -3, Fh CTSL1 inh 5, PP5 primary -0.3, Yeast superoxide 91, core dimer inh 0, PP1 inh 13, TPT1 inhibitor -3, ZTA counter -12 and GASC-1 inh -12.
`O=C(Cn1cnc2c(NC(=O)OCc3ccccc3)ncnc21)NCCN1CCOCC1` gave PP5 primary 0.5, Yeast superoxide 101, PP1 inh -6, ZTA counter -5 and GASC-1 inh 4.
Screening CC1=[N+]([O-])C(C)(C)N(O)C1(C)C returned EBNA-1 inh 15, Fh CTSL1 inh 1, PP5 primary -1.3, Yeast superoxide 88, core dimer inh -3, PP1 inh -4, TPT1 inhibitor 3, ZTA counter -1 and GASC-1 inh -5.
`CCOC(=O)N1CCN(C(=O)C2CCCN(c3nc4ccc(OCC)cc4s3)C2)CC1` (configuration not stated) gave EBNA-1 inh -2, Fh CTSL1 inh -1, PP5 primary 3.0, Yeast superoxide 107, core dimer inh 1, PP1 inh 1, TPT1 inhibitor -4, ZTA counter 9 and GASC-1 inh -7.
For CC(=O)Nc1sc2c(c1C(N)=O)CCCC2 the results were EBNA-1 inh -5, Fh CTSL1 inh 1, PP5 primary 4.2, Yeast superoxide 103, core dimer inh -1, PP1 inh 0, TPT1 inhibitor -4, ZTA counter 0 and GASC-1 inh 3.
Oc1ccc(N2CCN(Cc3cc4c(cc3Br)OCCO4)CC2)cc1 was read as EBNA-1 inh 0, Fh CTSL1 inh -1, PP5 primary 1.0, Yeast superoxide 98, core dimer inh 8, PP1 inh 0, TPT1 inhibitor 3, ZTA counter 4 and GASC-1 inh 3.
For Cc1cccc2sc(NS(C)(=O)=O)nc12 the results were EBNA-1 inh 1, Fh CTSL1 inh 0, PP5 primary -0.1, Yeast superoxide 97, core dimer inh -3, PP1 inh 0, TPT1 inhibitor -1, ZTA counter 8 and GASC-1 inh -11.
For O=C(CSc1c2c(nc3ccccc13)CCC2)N1CCCC1 the results were EBNA-1 inh 4, Fh CTSL1 inh 5, PP5 primary -1.3, Yeast superoxide 96, core dimer inh -3, PP1 inh 0, TPT1 inhibitor 3, ZTA counter -5 and GASC-1 inh 4.
CCn1c(SCc2ccccc2)nc2cc(OC)c(OC)cc2c1=O was read as EBNA-1 inh -5, Fh CTSL1 inh 2, PP5 primary -1.1, Yeast superoxide 96, core dimer inh 8, PP1 inh -2, TPT1 inhibitor 0, ZTA counter -2 and GASC-1 inh -37.
Screening COc1ccc(NC(=O)CSc2ccc3nnc(-c4ccccn4)n3n2)c(OC)c1 returned EBNA-1 inh 10, Fh CTSL1 inh 1, PP5 primary 3.1, Yeast superoxide 99, core dimer inh 13, PP1 inh 3, TPT1 inhibitor 1, ZTA counter 8 and GASC-1 inh -2.
`CN(CC1CCCN(CCc2ccc(Cl)cc2)C1)C(=O)C(=O)c1ccco1` (configuration not stated) gave EBNA-1 inh -4, Fh CTSL1 inh 1, PP5 primary 1.7, Yeast superoxide 106, core dimer inh -4, PP1 inh 0, TPT1 inhibitor -1, ZTA counter -17 and GASC-1 inh -13.
C/C(CC(=O)N1CCN(C=O)CC1)=N\NC(=O)c1ccc([N+](=O)[O-])cc1 was read as EBNA-1 inh -3, Fh CTSL1 inh 0, PP5 primary 2.3, Yeast superoxide 98, core dimer inh -8, PP1 inh -1, TPT1 inhibitor -2, ZTA counter -9 and GASC-1 inh -2.
For O=[N+]([O-])c1cccc(-c2csc(CS(=O)(=O)Cc3ccco3)n2)c1 the results were EBNA-1 inh 12, Fh CTSL1 inh -1, PP5 primary 0.0, Yeast superoxide 97, core dimer inh -2, PP1 inh 0, TPT1 inhibitor -1, ZTA counter 14 and GASC-1 inh 0.
CCN(CC)S(=O)(=O)c1cccc(NC(=O)c2ccc(C#N)cc2)c1 was read as EBNA-1 inh 0, Fh CTSL1 inh 1, PP5 primary 0.1, Yeast superoxide 92, core dimer inh 19, PP1 inh -1, TPT1 inhibitor 1, ZTA counter 19 and GASC-1 inh 7.
For Cc1c(C(=O)NCCCN2CCOCC2)oc2c1C1(CCC2)SCCS1 the results were EBNA-1 inh 3, Fh CTSL1 inh -3, PP5 primary -0.6, Yeast superoxide 66, core dimer inh 3, PP1 inh -3, TPT1 inhibitor -3, ZTA counter 0 and GASC-1 inh 4.
For O=C(/C=C/Nc1ccccc1)c1ccccc1 the results were EBNA-1 inh -8, Fh CTSL1 inh 2, PP5 primary 3.3, Yeast superoxide 105, core dimer inh 1, PP1 inh -2, TPT1 inhibitor 3, ZTA counter 9 and GASC-1 inh 7.
For O=C(NC(=O)c1ccc(C(F)(F)F)cc1)Nc1ccc(-c2cnco2)cc1 the results were EBNA-1 inh 0, Fh CTSL1 inh -1, PP5 primary 1.4, Yeast superoxide 98, core dimer inh 3, PP1 inh -5, TPT1 inhibitor -3, ZTA counter 4 and GASC-1 inh -5.
For COc1ccc(S(=O)(=O)N2CCN(C)CC2)cc1NC(=O)c1ccccc1F the results were EBNA-1 inh 1, Fh CTSL1 inh 3, PP5 primary 0.1, Yeast superoxide 107, core dimer inh 7, PP1 inh 0, TPT1 inhibitor -1, ZTA counter 15 and GASC-1 inh -15.
For COc1ccccc1Cn1cccc1C=O the results were EBNA-1 inh -1, Fh CTSL1 inh 1, PP5 primary 0.2, Yeast superoxide 99, core dimer inh 2, PP1 inh -1, TPT1 inhibitor -1, ZTA counter -9 and GASC-1 inh 21.

Assay outcomes from PubChem BioAssay.
